From PubChem
EZH2 inh: EZH2 (human) methyltransferase inhibition; Q15910; PRC2 H3K27 methylation, DELFIA TRF, 1 h; inhibition, % at 12.5 µM; 57,000 compounds, 0.35% hits;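 active means mean inhibition of replicates at least 50% and every single replicate also reaching 50%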;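 further: dimethyl H3K27 on biotinylated H3 21-44 peptide detected by antibody; plate controls were median neutral control wells for no effect and median positive control wells for full effect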
Target sequence (Q15910 whole entry, looked up): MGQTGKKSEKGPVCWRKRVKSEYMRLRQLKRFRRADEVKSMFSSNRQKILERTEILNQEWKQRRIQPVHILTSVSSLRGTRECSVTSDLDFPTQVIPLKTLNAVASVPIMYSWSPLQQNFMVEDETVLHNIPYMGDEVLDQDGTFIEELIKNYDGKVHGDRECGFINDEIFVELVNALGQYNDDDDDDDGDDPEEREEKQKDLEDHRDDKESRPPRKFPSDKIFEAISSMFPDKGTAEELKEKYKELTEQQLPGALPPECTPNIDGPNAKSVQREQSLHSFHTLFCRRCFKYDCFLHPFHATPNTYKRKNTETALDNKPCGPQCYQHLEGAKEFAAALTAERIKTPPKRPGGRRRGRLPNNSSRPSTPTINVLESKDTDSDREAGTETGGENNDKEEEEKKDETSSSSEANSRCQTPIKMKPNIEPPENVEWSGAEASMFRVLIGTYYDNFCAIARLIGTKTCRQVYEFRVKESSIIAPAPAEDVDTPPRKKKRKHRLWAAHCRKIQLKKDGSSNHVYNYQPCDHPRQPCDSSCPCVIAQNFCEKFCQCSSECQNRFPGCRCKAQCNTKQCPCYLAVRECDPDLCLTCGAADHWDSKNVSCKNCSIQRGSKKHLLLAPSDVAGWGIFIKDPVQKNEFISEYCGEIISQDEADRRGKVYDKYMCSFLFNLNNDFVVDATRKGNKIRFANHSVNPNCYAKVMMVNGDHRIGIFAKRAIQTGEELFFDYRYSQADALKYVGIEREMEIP
IDH1 mut inh: inhibitors of human IDH1 R132H; 70,000 compounds, 0.18% hits; AID 624101; inhibition, % at 10 µM; IDH1 R132H reductase, diaphorase/resazurin fluorescence, 60 min; in the data active means inhibition above about 34%;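 further: 0% = DMSO and 100% = no enzyme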
* = called active by the depositor; nt = not tested or not shown; & = joins results of further samples. The list is partial; count on the stated rates, not on these rows.

SMILES | EZH2 inh | IDH1 mut inh
COc1ccc(-c2cnc3c(c2)C(=O)N([C@H](C)CO)C[C@@H](C)[C@H](CN(C)S(=O)(=O)c2ccc(OC)cc2)O3)cc1 | 8.6 | -0.4
Cc1cc(C(=O)Nc2cccc3c2O[C@@H](CN(C)C(=O)Nc2cccc4ccccc24)[C@H](C)CN([C@@H](C)CO)C3=O)n(C)n1 | 1.8 | 1.0
N#CC(C(=Nc1ccccc1)SCc1ccc(Cl)cc1)c1nc2ccccc2[nH]1 (stereo not drawn) | 0.1 | -0.3
COc1ccc(CN(C)C[C@H]2Oc3ccc(NS(=O)(=O)c4cn(C)cn4)cc3C(=O)N([C@@H](C)CO)C[C@H]2C)cc1 | 9.5 | 1.4
Cc1[nH]c(/C=C2\C(=O)Nc3ccc(S(=O)(=O)Cc4c(Cl)cccc4Cl)cc32)c(C)c1C(=O)N1CCC[C@@H]1CN1CCCC1 | -15.4 | -3.3
C[C@@H]1CCCCO[C@@H](CN(C)C(=O)Nc2ccccc2)[C@H](C)CN([C@@H](C)CO)C(=O)c2cc(NC(=O)c3ccncc3)ccc2O1 | nt | -10.8
CC(C)NC(=O)Nc1ccc2c(c1)C(=O)N([C@@H](C)CO)C[C@@H](C)[C@H](CN(C)CC1CCCCC1)OCCCC[C@H](C)O2 | nt | 4.4
O=C(C[C@H]1C[C@@H]2c3cc(NC(=O)CC4CC4)ccc3O[C@@H]2[C@@H](CO)O1)NCc1ccc(-c2ccccc2)cc1 | -13.1 | 0.1
C[C@@H]1CCCCO[C@@H](CN(C)C)[C@H](C)CN([C@@H](C)CO)C(=O)c2cc(NC(=O)NC3CCCCC3)ccc2O1 | 3.6 | -0.9
COc1ccc(CN(C)C[C@H]2Oc3ccc(NC(=O)C4CCCCC4)cc3C(=O)N([C@@H](C)CO)C[C@H]2C)cc1 | 4.9 | 0.0
C[C@H]1CN([C@@H](C)CO)C(=O)c2cccc(NC(=O)C3CCCCC3)c2O[C@H]1CN(C)S(C)(=O)=O | 6.7 | -0.9
C[C@H](CO)N1C[C@H](C)[C@@H](CN(C)C(=O)Cc2ccccc2)OCc2ccccc2-c2c(n(C)c3ccccc23)C1=O | 18.0 | nt
COc1ccc(S(=O)(=O)Nc2ccc3c(c2)C(=O)N([C@@H](C)CO)C[C@H](C)[C@@H](CN(C)S(=O)(=O)c2ccc(C)cc2)O3)cc1 | nt | -0.5
C[C@H](CO)N1C[C@H](C)[C@@H](CN(C)C(=O)NC2CCCC2)Oc2cc(C#Cc3ccc(F)cc3)ccc2S1(=O)=O | nt | 0.2
CCCNC(=O)N(C)C[C@H]1Oc2ncc(C#Cc3ccccc3F)cc2C(=O)N([C@H](C)CO)C[C@H]1C | -29.6 | -3.3
CNC[C@@H]1Oc2cc(Br)ccc2S(=O)(=O)N([C@@H](C)CO)C[C@@H]1C | 7.8&6.6 | -1.0&1.2
CCC(=O)N(C)C[C@H]1Oc2ncc(C#CC(C)C)cc2C(=O)N([C@H](C)CO)C[C@@H]1C | 13.2 | -1.1
C[C@H]1CN([C@@H](C)CO)C(=O)c2cccc(NS(=O)(=O)c3ccc(Cl)cc3)c2O[C@@H]1CN(C)CC1CC1 | 4.6 | -1.6
C[C@@H]1CN([C@@H](C)CO)C(=O)c2cc(NC(=O)c3ccncc3)ccc2O[C@@H]1CN(C)C(=O)Nc1ccc(C(F)(F)F)cc1 | 1.0 | -0.1
C[C@@H]1CN([C@H](C)CO)C(=O)c2cc(NC(=O)C3CCCCC3)ccc2O[C@@H]1CN(C)Cc1ccc(-c2ccccc2)cc1 | nt | -0.3
CCCNC(=O)N(C)C[C@H]1Oc2ncc(C#CC3CCCCC3)cc2C(=O)N([C@@H](C)CO)C[C@@H]1C | 9.7 | -4.2
C[C@@H](NC(=O)C[C@@H]1C[C@@H]2c3cc(NC(=O)CC4CC4)ccc3O[C@@H]2[C@@H](CO)O1)c1ccccc1 | 2.4 | 0.0
C[C@@H]1CN([C@H](C)CO)C(=O)Cc2cc(NS(=O)(=O)c3cn(C)cn3)ccc2O[C@H]1CN(C)C(=O)Nc1ccc2c(c1)OCO2 | nt | 0.6
CC(C)c1cn(CC[C@H]2CC[C@H](NC(=O)Nc3cc(Cl)cc(Cl)c3)[C@@H](CO)O2)nn1 | -2.8 | -0.2
CN1C(=O)C2C(C1=O)C1C=C(CCCO)C2C(c2ccc(CN3CCCC3)cc2)N1Cc1sc2ccccc2c1Cl (stereo not drawn) | -14.6 | nt
Further results
SMILES | EZH2 inh | IDH1 mut inh
COc1ccc(C#Cc2ccc3c(c2)O[C@@H](CN(C)S(=O)(=O)c2ccccc2F)[C@H](C)CN([C@H](C)CO)S3(=O)=O)cc1 | -6.4 | 0.2
C[C@@H]1CN([C@@H](C)CO)C(=O)c2cc(NC(=O)Nc3ccc(F)cc3)ccc2O[C@@H]1CN(C)Cc1ccc(Cl)c(Cl)c1 | nt | 8.2
C[C@@H]1CN([C@H](C)CO)C(=O)Cc2cc(NC(=O)Nc3cccc4ccccc34)ccc2O[C@@H]1CN(C)Cc1ccc(C(=O)Nc2ccccc2N)cc1 | -58.0 | 0.5
C[C@H](CO)N1C[C@H](C)[C@@H](CN(C)CC2CCCCC2)OCCCC[C@H](C)Oc2ccc(NS(=O)(=O)c3ccccc3)cc2C1=O | nt | 1.8
CN1CCN(C(=O)C[C@H]2C[C@@H]3c4cc(NC(=O)C5CCC5)ccc4O[C@@H]3[C@@H](CO)O2)CC1 | 19.7 | -0.2
COc1ccc(NC(=O)Nc2ccc3c(c2)C(=O)N([C@@H](C)CO)C[C@@H](C)[C@@H](CN(C)C(=O)Nc2ccc(F)cc2)O3)cc1 | -7.6 | -0.5
CC(C)NC(=O)N(C)C[C@@H]1Oc2c(NC(=O)C3CC3)cccc2C(=O)N([C@H](C)CO)C[C@H]1C | 2.1 | nt
COc1ccc(S(=O)(=O)N(C)C[C@H]2Oc3ccc(NC(=O)CCCCCC(=O)Nc4ccccc4N)cc3CC(=O)N([C@@H](C)CO)C[C@@H]2C)cc1 | -16.3 | 0.2
COCC(=O)N1C[C@H](C)[C@@H](OC)CN(C)C(=O)c2ccc(NS(C)(=O)=O)cc2OC[C@@H]1C | -13.6 | 0.7
CCCNC(=O)N(C)C[C@@H]1Oc2ncc(/C=C/c3ccccc3)cc2C(=O)N([C@@H](C)CO)C[C@H]1C | 2.0 | -5.3
Cc1ccccc1CN(C)C[C@H]1OCc2cn(nn2)CCCC(=O)N([C@@H](C)CO)C[C@@H]1C | nt | -0.6
CCC(=O)Nc1ccc2c(c1)OC[C@@H](C)N(C(=O)CC1CC1)C[C@H](C)[C@@H](OC)CN(C)C2=O | 3.9 | -0.3
O=C(N[C@H]1CC[C@H](CC(=O)N2CCCCC2)O[C@@H]1CO)c1ccc2c(c1)OCO2 | -2.3 | 0.2
COc1ccc(Nc2nc(N)nc(CSc3nc4cc(OC)ccc4s3)n2)cc1 | 2.2 | -0.1
O=C(Nc1cccc(C(F)(F)F)c1)Nc1cccc(S(=O)(=O)N2CCOCC2)c1 | 1.0 | -0.2
CN1CCN(C(=O)C2=C[C@@H](c3csc4ccccc34)C[C@@H](OCCCCO)O2)CC1 | -7.7 | nt
COc1ccc(NC(=O)N(C)C[C@H]2Oc3ncc(-c4ccc(C#N)cc4)cc3C(=O)N([C@@H](C)CO)C[C@H]2C)cc1 | 3.9 | -0.3
CNC[C@@H]1Oc2ccc(NS(=O)(=O)c3ccc(Cl)cc3)cc2C(=O)N([C@@H](C)CO)C[C@@H]1C | nt | 5.1
CC(C)[C@H](C)NC(=O)N(C)C[C@@H]1OCc2ccccc2-c2c(n(C)c3ccccc23)C(=O)N([C@@H](C)CO)C[C@@H]1C | -27.0 | -1.8
C/C=C/c1ccc2c(c1)O[C@H](CN(C)C(=O)Nc1cc(F)ccc1F)[C@@H](C)CN([C@H](C)CO)S2(=O)=O | nt | 3.2
O=C(N[C@@H]1CC[C@H](CCNS(=O)(=O)c2ccc(F)cc2)O[C@H]1CO)c1ccccn1 | 0.9 | -0.1
CCN(CC(=O)Nc1cccc(C(C)=O)c1)S(=O)(=O)c1ccc(C)cc1 | 1.7 | -1.2
CCN(CC(=O)Nc1cc(C(F)(F)F)ccc1Cl)S(=O)(=O)c1ccc(C)cc1 | 3.9 | -0.6
CNC[C@H]1Oc2ccc(NC(=O)Nc3ccc4c(c3)OCO4)cc2CC(=O)N([C@H](C)CO)C[C@@H]1C | 11.5 | -0.1
COc1ccc(NC(=O)C(C)N(c2ccc(Cl)cc2)S(C)(=O)=O)cc1OC (stereo not drawn) | -2.9 | 0.2

Random excerpt: 5 entries already listed
SMILES | EZH2 inh | IDH1 mut inh
CCC(=O)Nc1ccc2c(c1)OC[C@@H](C)N(C(=O)CC1CC1)C[C@H](C)[C@@H](OC)CN(C)C2=O | 3.9 | -0.3
C/C=C/c1ccc2c(c1)O[C@H](CN(C)C(=O)Nc1cc(F)ccc1F)[C@@H](C)CN([C@H](C)CO)S2(=O)=O | nt | 3.2
CCN(CC(=O)Nc1cccc(C(C)=O)c1)S(=O)(=O)c1ccc(C)cc1 | 1.7 | -1.2
CN1CCN(C(=O)C2=C[C@@H](c3csc4ccccc34)C[C@@H](OCCCCO)O2)CC1 | -7.7 | nt
COc1ccc(S(=O)(=O)N(C)C[C@H]2Oc3ccc(NC(=O)CCCCCC(=O)Nc4ccccc4N)cc3CC(=O)N([C@@H](C)CO)C[C@@H]2C)cc1 | -16.3 | 0.2

Grouped by structure: the entries above containing an NH in an aromatic ring.
SMILES | EZH2 inh | IDH1 mut inh
N#CC(C(=Nc1ccccc1)SCc1ccc(Cl)cc1)c1nc2ccccc2[nH]1 (stereo not drawn) | 0.1 | -0.3
Cc1[nH]c(/C=C2\C(=O)Nc3ccc(S(=O)(=O)Cc4c(Cl)cccc4Cl)cc32)c(C)c1C(=O)N1CCC[C@@H]1CN1CCCC1 | -15.4 | -3.3

Further entries
SMILES | EZH2 inh | IDH1 mut inh
Cc1ccc(-n2ncc(C(=O)NCc3ccccn3)c2NC(=O)c2ccco2)cc1C | nt | -0.1
C[C@H]1CN([C@@H](C)CO)C(=O)Cc2cc(NC(=O)Nc3ccccc3)ccc2O[C@H]1CN(C)C | -1.9 | -0.2
C[C@@H]1CCCCO[C@@H](CN(C)Cc2ccc(C(=O)O)cc2)[C@H](C)CN([C@H](C)CO)C(=O)c2cc(NC(=O)CCC(F)(F)F)ccc2O1 | nt | 0.3
CCOC(=O)c1c(NC(=O)Cn2cnc3sc(-c4ccccc4)cc3c2=O)sc2c1CCCC2 | -3.3 | 0.5
C[C@@H]1CCCCO[C@@H](CN(C)S(=O)(=O)c2cn(C)cn2)[C@@H](C)CN([C@@H](C)CO)C(=O)c2cc(NS(=O)(=O)c3ccccc3)ccc2O1 | nt | -3.7
O=C(C[C@@H]1CC[C@@H](NC(=O)Nc2cc(F)ccc2F)[C@H](CO)O1)Nc1ccccc1 | 11.3 | 0.0
C[C@H]1CN([C@@H](C)CO)C(=O)CCCn2nncc2CO[C@H]1CN(C)C(=O)Cc1ccccc1 | 10.1 | 0.5
C[C@H]1CN([C@@H](C)CO)C(=O)c2cc(NS(=O)(=O)c3ccc(F)cc3)ccc2O[C@@H]1CN(C)Cc1ccncc1 | 10.8 | 4.9
O=C(CCN1CCCCC1)NCC[C@H]1CC[C@H](NC(=O)Nc2ccc(F)cc2)[C@H](CO)O1 | -10.2 | 0.2
CSc1cccc(NC(=O)CSc2nnnn2-c2ccccc2)c1 | 19.4 | 0.0
C[C@H](CO)N1C[C@H](C)[C@H](CN(C)C)Oc2c(NC(=O)C3CC3)cccc2C1=O | 6.0 | -0.5
CCC(=O)Nc1ccc2c(c1)OC[C@H](C)N(C(=O)Cc1ccccn1)C[C@@H](C)[C@H](OC)CN(C)C2=O | -2.7 | 0.3
COc1ccc(NC(=O)N(C)C[C@H]2Oc3c(NC(=O)c4nc5ccccc5s4)cccc3C(=O)N([C@H](C)CO)C[C@H]2C)cc1 | nt | -1.8
COc1ccc(S(=O)(=O)N(C)C[C@H]2Oc3ccc(NC(=O)CCCN(C)C)cc3CC(=O)N([C@@H](C)CO)C[C@H]2C)cc1 | nt | -2.6
C[C@H](CO)N1C[C@H](C)[C@@H](CN(C)Cc2ccc(Cl)c(Cl)c2)Oc2c(NC(=O)NC3CCCCC3)cccc2C1=O | nt | 1.3
C[C@@H]1CN([C@H](C)CO)C(=O)c2cccc(NC(=O)c3ccncc3)c2O[C@H]1CN(C)C(=O)NC1CCCCC1 | 4.7 | 0.5
CCOc1ccc(C(Nc2cccnc2)c2cc(Cl)c3cccnc3c2O)cc1 (stereo not drawn) | -53.2 | -0.2
CCC(=O)N(C)C[C@@H]1Oc2ncc(-c3ccc(C(=O)N(C)C)cc3)cc2C(=O)N([C@@H](C)CO)C[C@@H]1C | 2.0 | -4.9
C[C@H]1CN([C@@H](C)CO)C(=O)c2cc(NC(=O)Nc3cccc4ccccc34)ccc2O[C@H]1CN(C)C(=O)Nc1ccc(F)cc1 | nt | -1.5
C[C@@H]1CCCCO[C@@H](CN(C)C(=O)Nc2ccc(F)cc2)[C@@H](C)CN([C@H](C)CO)C(=O)c2cc(NC(=O)C3CCCCC3)ccc2O1 | nt | 1.0
CC(C)NC(=O)N(C)C[C@H]1Oc2c(NC(=O)c3ccc(-c4nccs4)cc3)cccc2C(=O)N([C@@H](C)CO)C[C@@H]1C | nt | -14.3
CC(C)CC#Cc1cnc2c(c1)C(=O)N([C@H](C)CO)C[C@H](C)[C@@H](CN(C)S(=O)(=O)c1cccs1)O2 | nt | -0.5
C[C@@H]1CCCCO[C@H](CN(C)S(=O)(=O)c2cccs2)[C@H](C)CN([C@@H](C)CO)C(=O)c2cc(NC(=O)Cc3ccccc3)ccc2O1 | nt | -1.5
